Diaph act CS – counter-screen for diaphorase-based assays: diaphorase activators and chemical reducers; Diaphorase/resazurin coupled assay, resorufin fluorescence, 16 min; hits give high values; 1 = vehicle wells, 0 = NADH-free wells; activation factor at 20 µM; 190,000 tested, 0.005% active;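 active means diaphorase activity raised at least twofold by the compound at 20 µM; inactive means activation factor below 2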
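System – purified diaphorase enzyme from Clostridium kluyveri · Input – enzyme 0.07 U/mL final · Also added – final NADH 0.114 mM, resazurin 0.1 mM · Measured by – fluorescence of resorufin, 544 nm excitation, 590 nm emission · Timing – 16 min enzyme reaction, ambient temperature · Measure – resorufin increase flagging diaphorase activators or reducers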
NF-kB neuron act – raises NF-kB expression in human neuronal cells | NF-kB reporter expression; hits give high values | fold change at 12.5 µM | 190,000 tested, 1.6% active; in the data active means fold change above about 3.3
FLuc inh counter – Photinus pyralis luciferase inhibition counter-screen; P08659; ATPLite firefly luciferase biochemical luminescence, 10 min; inhibition, % at 10 µM; 200,000 tested, 1.5% active;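 active means inhibition above about 50% when tested at 10 µM, limit read from the data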
Target sequence (P08659 whole entry, looked up): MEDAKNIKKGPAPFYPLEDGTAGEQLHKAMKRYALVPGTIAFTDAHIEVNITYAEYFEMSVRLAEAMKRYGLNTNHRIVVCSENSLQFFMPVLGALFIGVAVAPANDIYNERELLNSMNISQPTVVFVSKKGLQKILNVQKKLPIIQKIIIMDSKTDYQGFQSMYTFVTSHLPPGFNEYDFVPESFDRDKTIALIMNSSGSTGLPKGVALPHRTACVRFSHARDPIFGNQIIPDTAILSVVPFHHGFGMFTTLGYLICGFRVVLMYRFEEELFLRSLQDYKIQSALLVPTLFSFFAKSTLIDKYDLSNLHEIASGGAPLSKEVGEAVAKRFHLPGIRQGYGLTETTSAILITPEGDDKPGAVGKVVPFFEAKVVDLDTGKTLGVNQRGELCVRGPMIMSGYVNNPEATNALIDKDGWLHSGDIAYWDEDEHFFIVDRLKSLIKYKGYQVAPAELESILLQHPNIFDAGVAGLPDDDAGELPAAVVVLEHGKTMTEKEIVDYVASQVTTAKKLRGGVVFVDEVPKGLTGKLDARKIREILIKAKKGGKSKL
TLR4-MyD88 BLA – blocks binding of human TLR4 to MyD88; AID 861; 200,000 tested, 0.18% active; inhibition, % at 8.4 µM; O00206+Q99836; HeLa CL3-4 TLR4/MyD88 BLA complementation, FRET ratio; in the data active means inhibition above about 25%;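 further: 0% = vehicle and 100% = reference inhibitor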
APP 5'UTR act – APP 5'UTR luciferase reporter activation; AID 1276; SH-SY5Y APP 5'UTR luciferase reporter, luminescence; zero percent = DMSO vehicle wells; activation, % at 2 µM; 190,000 tested, 1% active;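 active means activation above a set limit, based on mean plus 3 SD of controls, cut at about 140% in these data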; further: values of inactives mirror those of a sister screen read the other way
APP transl inh – APP translation inhibition | SH-SY5Y APP 5'UTR-luciferase reporter, luminescence | inhibition, % at 2 µM | 190,000 tested, 0.82% active;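 active means inhibition above a set limit, derived from the sample mean plus 3 SD, cut at about 45% in these data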; further: values of inactives mirror those of a sister screen read the other way
STAT1 act – increases IFN-gamma driven STAT1 reporter signal. activation (% of control), % at 5.5 µM. NIH 3T3 STAT1-luciferase reporter, luminescence; 100% = IFN-gamma alone, no compound. 200,000 tested, 2.6% active;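 active means activation above the screen-wide mean activation plus 3 SD, cut at about 130% in these data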;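 further: raw ratio to IFN-gamma control signal so 100% means no change and 0% no light; values of inactives mirror those of a sister screen read the other way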
FLuc stim CS – affects firefly luciferase, flagging false hits in luciferase stimulation screens | P08659 | ATPlite luciferase biochemical, luminescence, 10 min; 0 = ATP-free wells, 1 = DMSO control | activation factor at 10 µM | 200,000 tested, under 10 active | AID 1027;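 active means luciferase activation factor, scaled between plate controls, of at least 2 with compound at 10 µM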
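Assay system: Luciferase/luciferin reagent mix; Medium: PBS as buffer for the ATP substrate; Dosing: test compounds dosed from 2 mM stocks in 100% DMSO; Times: 10 min, room temperature; Signal: luminescence from luciferase reaction; Read-out: luciferase activation; Controls: No-ATP low control, compound-free enzyme-plus-ATP high control.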
G6PDH CS – inhibits Leuconostoc G6PDH, flagging false hits in G6PDH-based assays. 200,000 tested, 0.12% active. Purified L. mesenteroides G6PDH, diaphorase/resazurin coupled fluorescence, 45 min. inhibition, % at 5 µM; in the data active means inhibition above about 50%
Diaph inh CS – counter-screen for diaphorase-based assays: diaphorase inhibitors and chemical oxidizers. inhibition, % at 20 µM. 190,000 tested, 0.69% active. diaphorase resazurin-to-resorufin fluorescence, NADH, 16 min; bacterial (C. kluyveri) enzyme, not human;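 active means primary screen inhibition at 20 µM above a set limit, cut at about 50% in these data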;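 further: plate controls were DMSO with full reaction for no effect and wells lacking NADH for full effect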
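Test system: Clostridium kluyveri diaphorase enzyme / Quantity: diaphorase at 0.14 U/mL in enzyme working solution / Incubation: 16-min room-temperature incubation before reading / Benchmarks: NADH-free wells as positive control, DMSO-only neutral wells / Signal: resorufin fluorescence 544/590 nm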
Active calls of the source: *; / = no result given.

Below each compound: APP transl inh	NF-kB neuron act	FLuc stim CS	Diaph act CS	FLuc inh counter	APP 5'UTR act	STAT1 act	Diaph inh CS	TLR4-MyD88 BLA	G6PDH CS
1: OCC1(CO)COC(c2ccccc2)=N1
    -9	1.5	1.1	1	-5	9	105	0	8	7
2: CCc1ccc(OCC(=O)NC(=S)Nc2ccc(Br)c(C)n2)cc1
    -16	1.3	1.1	0.9	-5	16	101	7	-2	5
3: Cc1ccc(-c2cc(C(=O)Nc3cc(C)on3)c3ccccc3n2)c(C)c1
    -11	0.75	1	0.8	3	11	101	16	6	-20
4: COCc1cc(C)n(CC(=O)N/N=C/c2ccc(-c3ccc(Cl)c(C(=O)O)c3)o2)c(=O)c1C#N
    17	0.96	1	0.8	1	-17	111	24	-14	14
5: CCOC(=O)N1CCN(C(=O)c2ccc3c(=O)n(CCOC)c(=O)[nH]c3c2)CC1
    -9	1.1	1	1	4	9	97	3	13	8
6: COc1cccc(/C=C2\N=C(c3c(-c4ccccc4)noc3C)OC2=O)c1
    -6	0.95	1.1	0.8	-8	6	101	15	-7	-31
7: O=C1OCc2cc(NC(=O)C3CCCCC3)ccc21
    11	1.5	1.1	0.8	-8	-11	102	15	3	0
8: Cc1cccc(N2CCN(C(c3ccc(N(C)C)cc3)c3nnnn3C(C)(C)C)CC2)c1C (stereo not drawn)
    -2	0.71	1	0.9	-4	2	101	13	-10	4
9: Cc1nc2ncnn2c(N2CCN(c3cccc(C(F)(F)F)c3)CC2)c1C
    13	0.74	1	0.9	1	-13	89	11	-9	17
10: O=C(N/N=C/c1ccc(N2CCOCC2)o1)c1cccc(F)c1
    4	1.1	1	0.8	3	-4	101	20	0	3
11: COc1ccc(/C=C/C(=O)NC2CCCCCC2)cc1S(=O)(=O)N1CCOCC1
    -25	1.4	1	0.9	-4	25	118	11	7	23
12: COC(=O)c1ccc(C(=O)NC(=S)Nc2nc3c(s2)CC(C)CC3)cc1 (stereo not drawn)
    -10	1.4	0.9	1	5	10	92	0	-13	-7
13: Cc1cc(C)n2c(SCC(=O)Nc3ccc(Cl)cn3)nnc2n1
    -11	1.1	1.1	1.1	-6	11	102	-11	-10	10
14: COc1ccc(CCCc2nnc(SCC(=O)Nc3ccccc3F)o2)cc1
    -12	1.6	1	1	-4	12	96	3	2	7
15: CC(=O)N(Cc1ccccc1)c1ncc2c(n1)c(=O)c(C#N)c1ccccn12
    7	1.3	1	0.7	-5	-7	102	27	10	11
16: CC(C)(C)n1ncc2c(=O)n(CC(=O)NCCc3ccccc3)cnc21
    -15	1.6	1	0.9	-3	15	94	8	-5	7
17: CC(=O)Nc1ccc(S(=O)(=O)NCc2cn3ccsc3n2)cc1
    4	1.1	1.1	1	-5	-4	109	-3	-8	10
18: CC1CCN(C(c2cccs2)c2nnnn2Cc2ccccc2)CC1 (stereo not drawn)
    5	0.86	1	0.8	0	-5	100	18	4	3
19: CC(=O)c1cnc(N2CCCCC2)nc1C
    -2	1.1	1	0.9	0	2	118	14	3	4
20: Cc1ccccc1Cn1cc(NC(=O)COc2ccccc2)cn1
    -7	1.3	1	0.8	1	7	93	16	-4	9
21: Nc1cc(-c2cccc(Br)c2)nn1Cc1ccccc1
    -16	1.4	1	0.8	-2	16	109	23	1	3
22: c1ccc(COc2ccc(OCCn3cncn3)cc2)cc1
    -36	2.6	0.8	0.9	17	36	126	10	1	-3
23: Cc1cc(OCCSc2nnc(-c3cccs3)n2C)ccc1Cl
    -10	1.3	1	1.1	-3	10	100	-13	1	10
24: O=C(Cn1nc(-c2ccccc2)c2ccccc2c1=O)Nc1cccc(O)c1
    -10	/	1	0.6	-5	10	93	35	-7	11
25: CC1CCC(C(=O)NC(C(=O)N2CCc3ccccc3C2)C(C)C)CC1 (stereo not drawn)
    7	0.95	1	1	-3	-7	97	1	10	6
26: COC(=O)CNC(=O)c1cn(CC(C)C)c(=O)c2cc(OC)c(OC)cc12
    8	1.1	1	1	0	-8	104	3	-2	-1
27: Cc1cc([N+](=O)[O-])nn1CC(=O)Nc1cc(F)ccc1F
    -1	1.1	1	0.9	-2	1	97	8	-8	4
28: COC(=O)c1ccccc1NC(=O)Nc1cccnc1
    -7	1.4	1	0.9	5	7	97	10	5	8
29: COc1ccc(C)cc1NC(=O)CN(c1ccccc1F)S(C)(=O)=O
    -11	0.72	1.1	0.9	-7	11	97	13	2	5
30: CSc1nc(C)c(Cc2ccccc2)c(=O)[nH]1
    -28	1.2	1	1.1	0	28	102	-11	-2	7

Next section
Below each compound: APP transl inh	NF-kB neuron act	FLuc stim CS	Diaph act CS	FLuc inh counter	APP 5'UTR act	STAT1 act	Diaph inh CS	TLR4-MyD88 BLA	G6PDH CS
31: CSc1nsc(SC)c1NC(=O)OCc1ccccc1
    7	1.1	1	0.8	-2	-7	111	20	4	4
32: CCN1CCN(c2cc(C)c3cc(NC(=S)N4CCN(c5ccccc5)CC4)ccc3n2)CC1
    22	0.69	1	1	-4	-22	110	-1	26*	1
33: COc1ccc(C2C(C#N)=C(N)N(Nc3ccccc3)C3=C2C(=O)CC(C)(C)C3)cc1C (stereo not drawn)
    13	0.74	1.1	0.8	-7	-13	89	19	2	4
34: Cc1ccc(/C=N/n2nnnc2N)cc1[N+](=O)[O-]
    -4	1.2	1	1	-4	4	108	-5	0	5
35: COCCNC(=S)N/N=C/c1ccc(OCc2ccc(C(=O)OC)cc2)c(OC)c1
    4	1.3	1	0.9	0	-4	102	14	7	-12
36: COC(=O)CSC1=C(C#N)C(c2ccc(Cl)cc2)C(C(=O)OC)C(=O)N1 (stereo not drawn)
    -1	0.97	1	0.9	-4	1	99	15	-1	8
37: CC(CP(=O)(O)O)NC(=O)Cc1ccccc1 (stereo not drawn)
    -3	0.97	1.1	0.9	-6	3	95	12	-9	5
38: CCOC(=O)C1C2C=CC3(CN(Cc4ccccc4)C(=O)C13)O2 (stereo not drawn)
    6	1	1	1	-1	-6	110	-1	-1	5
39: Cc1nc(SCC(=O)c2cc3ccccc3oc2=O)c(C#N)c(-c2ccccc2)c1C(=O)Nc1ccccc1
    8	1.2	1.1	0.9	-7	-8	96	13	-12	2
40: CCC(C)(C)n1nnnc1C(c1cc2cc(C)cc(C)c2[nH]c1=O)N1CCN(C(=O)c2ccco2)CC1 (stereo not drawn)
    -6	0.94	1	0.9	-1	6	106	11	-6	10
41: O=C(COc1ccc([N+](=O)[O-])cc1)N/N=C/c1ccccn1
    4	1.2	1	0.9	-3	-4	97	10	-2	5
42: CCOC(=O)CC(NC(=O)c1ccco1)c1ccc(C)cc1 (stereo not drawn)
    9	1.1	1.1	0.9	-12	-9	98	11	4	1
43: CCCCn1c(CNC(C)=O)nc2ccccc21
    -10	1.2	1.1	0.9	-6	10	99	12	10	-3
44: CCN(CC)C(=O)/C(=C\c1ccc2c(c1)OCO2)NC(=O)c1ccc(Br)cc1
    -27	0.98	1.1	0.8	-8	27	104	20	3	6
45: COc1ccc(Br)cc1CNC(=O)C1CCN(S(=O)(=O)N2CCCCC2)CC1
    -4	0.87	1.1	1.1	-5	4	99	-13	-8	10
46: CC(C)Oc1cccc(C(=O)Nc2ccc(Br)cc2F)c1
    -139	6.1*	0.5	0.9	48	139*	162*	7	-1	2
47: CC1(C)OC2OC(C(=O)N/N=C/c3ccccc3F)C3OC(C)(C)OC3C2O1 (stereo not drawn)
    5	1.4	1.1	0.9	-6	-5	104	8	-17	13
48: CCc1nc(NCC(C)C)c(C#N)c2c1COC(C)(C)C2
    5	1	1.1	1	-5	-5	91	5	-8	4
49: COc1ccc(C(=O)NC2(C(F)(F)F)C(=O)N(Cc3ccco3)C3=C2C(=O)CC(C)(C)C3)cc1OC (stereo not drawn)
    -8	1.1	1.1	0.9	-6	7	92	12	-11	0
50: CC(=O)Oc1ccccc1N(C(C)=O)S(=O)(=O)c1cccc([N+](=O)[O-])c1
    8	1.1	1.1	0.8	-5	-8	97	18	4	34
51: CCO[C@@H]1OC(C(=O)NCc2ccccc2)=C[C@H](C2CCCCC2)[C@H]1CCCO
    1	0.88	1	0.7	3	-1	99	31	-8	21
52: O=C(CCC1CCCN(C(=O)CC2=CCCCC2)C1)N1CCN(c2ccccn2)CC1 (stereo not drawn)
    -1	0.97	1	1	-1	1	101	3	-14	12
53: COCCN(CCOC)S(=O)(=O)c1ccc(C(=O)Nc2nnc(C)o2)cc1
    3	1	1	1	-4	-3	106	1	1	5
54: O=C(NC(=S)N1CCOCC1)C12CCC3CC(CC(C3)C1)C2
    -9	1.3	1	1	-4	9	106	0	-12	5
55: O=C(NNC(=S)Nc1ccccc1)c1cccc(S(=O)(=O)N2CCOCC2)c1
    -32	1.1	1	0.9	3	32	115	15	-2	4
56: COc1cc(NC(=O)C2CCCN2S(=O)(=O)c2cccc3cccnc23)cc(OC)c1OC (stereo not drawn)
    -20	0.83	1	0.8	-2	20	93	21	11	-9
57: CCCCc1c(O)n2c(nc3ccccc32)[nH]c1=O
    -44	1.3	0.9	0.9	7	44	104	15	-13	4
58: CCOC(=O)C1(P(=O)(c2ccccc2)c2ccccc2)CCC1
    10	1.1	1.1	1	-5	-10	99	-4	10	-1
59: COCCNC(=O)CN(Cc1cccs1)C(=O)CCC(=O)Nc1nccs1
    0	1.1	1.1	0.9	-10	0	101	9	-15	9
60: C(=N\N(Cc1ccccc1)c1ccccc1)/c1ccco1
    -6	1.1	1	0.8	-3	6	93	16	6	5

Five of these compounds in a different format:
50. CC(=O)Oc1ccccc1N(C(C)=O)S(=O)(=O)c1cccc([N+](=O)[O-])c1
51. CCO[C@@H]1OC(C(=O)NCc2ccccc2)=C[C@H](C2CCCCC2)[C@H]1CCCO
52. O=C(CCC1CCCN(C(=O)CC2=CCCCC2)C1)N1CCN(c2ccccn2)CC1 (stereo not drawn)
53. COCCN(CCOC)S(=O)(=O)c1ccc(C(=O)Nc2nnc(C)o2)cc1
54. O=C(NC(=S)N1CCOCC1)C12CCC3CC(CC(C3)C1)C2

Screen / compound no.	50	51	52	53	54
APP transl inh	8	1	-1	3	-9
NF-kB neuron act	1.1	0.88	0.97	1	1.3
FLuc stim CS	1.1	1	1	1	1
Diaph act CS	0.8	0.7	1	1	1
FLuc inh counter	-5	3	-1	-4	-4
APP 5'UTR act	-8	-1	1	-3	9
STAT1 act	97	99	101	106	106
Diaph inh CS	18	31	3	1	0
TLR4-MyD88 BLA	4	-8	-14	1	-12
G6PDH CS	34	21	12	5	5

(more compounds)
Below each compound: APP transl inh	NF-kB neuron act	FLuc stim CS	Diaph act CS	FLuc inh counter	APP 5'UTR act	STAT1 act	Diaph inh CS	TLR4-MyD88 BLA	G6PDH CS
61: CC(=O)NCc1cc(-c2nn(C)c(=O)c3ccccc23)ccc1C
    19	1.1	1	0.9	1	-19	98	11	0	-2
62: O=S(=O)(Nc1nc(-c2sccc2Cl)cs1)c1cc(Cl)ccc1Cl
    -6	1.1	1	0.8	0	6	95	22	8	4
63: O=S(=O)(c1ccc(Cl)cc1)N1CCCC1c1nc(-c2ccc(Cl)cc2)no1 (stereo not drawn)
    -10	1.1	1	1	-2	10	91	1	-12	4
64: Cc1cc(C(=O)N/N=C/c2cc([N+](=O)[O-])cc(C)c2O)n[nH]1
    87*	1.1	1	0.7	2	-87	92	30	2	13

Screening data: PubChem BioAssay, several laboratories

Compounds were not picked by outcome; any-hit rate near 5.6%.
